ERG-DNA inh = inhibitors of human ERG Ets domain-DNA interaction; fluorescence polarization, His-ERG Ets domain / labelled DNA; 370,000 tested, 0.028% active; Potency, µM (series often up to 76.9 µM), for inactives: at the top dose FP activity, negative = inhibition, hits mostly inhibitors; P11308; active = well fitted inhibition curve with a large enough effect in the polarisation, with a control signal flat; inconclusive = small, poorly fitted or top-dose-only effect, or effect the other way, or a change in a side signal; inactive = no such curve, though single readings can be large or run the other way; the % refers to the polarisation;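 note: polarization taken with two DNA probes labelled with fluorescein and Texas red; potency is the fitted concentration of half-maximal effect; % of control where 0% means no effect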
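His-tagged ERG Ets domain (1 uM in the protein solution; 300mM KCl, 50mM Tris-HCl, 1mM EDTA, 1mM DTT, pH 7.5) received compound, then a probe mix of 5 nM fluorescein-DNA and 100nM Texas-615-DNA. Fluorescence polarization was read for both dyes.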
Pin1 inh = blocks the human prolyl isomerase Pin1. Q13526. Pin1 FP peptide displacement, HiFluor488, 10 min. Potency, µM (doses to about 115 µM), without a hit: at the highest dose activity, negative = inhibition, usual class: inhibitors. 390,000 tested, 0.009% active. AID 504891; active = well fitted inhibition curve with a large enough effect in the polarisation, with a control signal flat, not every such curve was filed as active; inconclusive = small, poorly fitted or top-dose-only effect, or effect the other way, or a change in a side signal; inactive = no such curve, though single readings can be large or run the other way; the % refers to the polarisation; note: potency is the fitted concentration of half-maximal effect; % is set by controls: 0 for no effect and ±100 for the full control effect
Target sequence (Q13526 whole entry, looked up): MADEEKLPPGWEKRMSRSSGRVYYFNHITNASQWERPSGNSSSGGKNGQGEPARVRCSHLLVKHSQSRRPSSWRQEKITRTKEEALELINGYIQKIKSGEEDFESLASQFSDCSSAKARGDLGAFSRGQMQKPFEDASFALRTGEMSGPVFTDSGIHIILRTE
PGK inhibitor = blocks T. brucei phosphoglycerate kinase. P07378. PGK/GAPDH coupled, Kinase-Glo luminescence, 60 min. Potency, µM (top dose mostly 57.5 µM), for the others: at the top dose activity change, negative = inhibition, usual class: inhibitors. 380,000 tested, 0.043% active; note: potency is the fitted concentration of half-maximal effect; % is set by controls: 0 for no effect and ±100 for the full control effect; nearly all actives have a fitted effect of over 60% in size
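Luminescent ATP detection (Kinase-Glo Plus) follows a 60-minute room-temperature incubation, with wells lacking PGK as controls. Buffer: 100 mM TEA (pH 7.6), 5 mM MgCl2, 0.01% Tween-20. Coupling enzyme GAPDH (100 nM final) supplies unstable 1,3-BPG in-well.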
PI4K2A block = inhibitors of human PI4K2A. Q9BTU6. 420,000 tested, 0.13% active. activity change, negative = inhibition, % at 76.9 µM. AID 1346378. purified PI4K2A, ADP-Glo luminescence, 1 h; stronger effect = lower value; in the data active = activity change below about -50%; inconclusive = mostly about -30% to -49%;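 note: -100% = wells without enzyme as full effect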
Target sequence (Q9BTU6 whole entry, looked up): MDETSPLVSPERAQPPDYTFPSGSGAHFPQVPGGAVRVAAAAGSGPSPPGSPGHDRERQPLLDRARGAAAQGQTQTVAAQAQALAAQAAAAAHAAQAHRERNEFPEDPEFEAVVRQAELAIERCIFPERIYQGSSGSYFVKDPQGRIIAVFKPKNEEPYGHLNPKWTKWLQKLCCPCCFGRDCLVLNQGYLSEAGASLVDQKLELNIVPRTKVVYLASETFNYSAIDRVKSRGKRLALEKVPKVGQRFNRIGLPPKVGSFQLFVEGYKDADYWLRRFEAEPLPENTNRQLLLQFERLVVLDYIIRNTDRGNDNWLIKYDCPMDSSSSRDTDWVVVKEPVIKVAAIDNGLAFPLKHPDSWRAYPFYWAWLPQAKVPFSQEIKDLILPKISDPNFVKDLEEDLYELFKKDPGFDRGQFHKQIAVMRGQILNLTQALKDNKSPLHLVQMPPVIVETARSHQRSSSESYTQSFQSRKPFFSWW
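In this quantitative HTS, ADP production by PI4K2A was quantified luminescently after 1 h at ambient temperature; 100 microM adenosine served as plate-quality control.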
HP1b binding inh = blocks HP1-beta chromodomain binding to methylated histone tails. P83916. AlphaScreen HP1-beta / biotin-H3K9me3 peptide binding. Potency, µM (doses to about 114 µM), for inactives: at the highest dose activity change, negative = inhibition, actives largely listed as inhibitors. 390,000 tested, 0.56% active; note: potency is the fitted concentration of half-maximal effect; nearly all actives have a fitted effect of over 70% in size; inactives centre near 23
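Compound inhibition of the preformed complex between 50 nM HP1-beta and 50 nM biotinylated H3K9me3 peptide was read by AlphaScreen. Buffer was PBS pH 7.4 with 0.01% Tween-20. Incubations ran 30 min at room temperature, with 10 ug/mL donor/acceptor beads.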
G9a block = blocks human histone lysine methyltransferase G9a. 350,000 tested, 8.8% active. G9a H3K9 monomethylation, AlphaScreen, 2 h. Potency, µM (doses to about 102 µM), for inactives: at the highest dose activity, negative = inhibition, usual class: inhibitors; note: potency is the fitted concentration of half-maximal effect; % is set by controls: 0 for no effect and ±100 for the full control effect; nearly all actives have a fitted effect of over 75% in size
Target sequence (Q96KQ7 913-1193 limits assumed): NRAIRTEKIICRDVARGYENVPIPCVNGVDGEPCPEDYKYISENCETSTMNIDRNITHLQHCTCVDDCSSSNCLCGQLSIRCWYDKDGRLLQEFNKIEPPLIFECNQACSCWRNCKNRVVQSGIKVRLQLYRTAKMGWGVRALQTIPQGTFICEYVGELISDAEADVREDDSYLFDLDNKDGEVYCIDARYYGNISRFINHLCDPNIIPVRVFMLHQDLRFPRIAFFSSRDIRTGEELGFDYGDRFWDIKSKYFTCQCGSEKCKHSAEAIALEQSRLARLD
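Signal arises when biotinylated H3K9 peptide, once monomethylated, bridges streptavidin donor and antibody-captured acceptor beads. Enzyme at 20 nM was preincubated 15 min with test compounds; peptide 500 nM and SAM 20 uM then reacted for 2 h.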
GLS inhibitor = inhibitors of human glutaminase (GLS). O94925. GLS enzymatic activity, qHTS titration. Potency, µM (titrated, usually from 45.5 µM), inactives show at the highest dose activity change, negative = inhibition, actives largely listed as inhibitors. 410,000 tested, 0.21% active; note: potency is the fitted concentration of half-maximal effect; % is set by controls: 0 for no effect and ±100 for the full control effect
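Read-out is an Amplex red fluorescence increase coupled through glutamate oxidase and HRP, measured before and after 30 min room-temperature incubation. hKGA is in 45 mM KH2PO4 (pH 8.2) with 0.02% Tween-20; glutamine added as 1mM solution.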
BAZ2B inh = blocks human BAZ2B. Q9UIF8. AlphaScreen BAZ2B-H3K14Ac peptide displacement. Potency, µM (series often up to 114 µM), inactives show at the top dose activity change, negative = inhibition, most hits filed as inhibitors. 360,000 tested, 4.4% active. AID 504333; note: potency is the fitted concentration of half-maximal effect; % is set by controls: 0 for no effect and ±100 for the full control effect; nearly all actives have a fitted effect of over 60% in size
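BAZ2B 50 nM plus b-H3(5-23)K14Ac 50 nM, PBS pH 7.4/0.01% Tween-20, 30 min RT; compound added (max 110 uM), 30 min RT; streptavidin donor/Ni-chelate acceptor beads 10 ug/mL final, 20 min dark; AlphaScreen read.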
JMJD2A Tudor = inhibitors of human JMJD2A Tudor domain. 390,000 tested, 4.4% active. AID 504339. AlphaScreen JMJD2A-Tudor / H3K4me3 peptide binding. Potency, µM (doses to about 114 µM), for inactives: at the top dose activity change, negative = inhibition, most hits filed as inhibitors; note: potency is the fitted concentration of half-maximal effect; % is set by controls: 0 for no effect and ±100 for the full control effect; nearly all actives have a fitted effect of over 50% in size
* marks the source's active call; other numbers are inactive results; [ ] = remark or other dose. Unless noted, calls come from the whole dose curve; as a rule, active = well fitted curve in the direction sought with a large enough effect; inconclusive = small, poorly fitted or top-dose-only effect, or another doubt; inactive = no such curve, though single readings can be large; an effect the other way counts as inactive or inconclusive. Compounds as they come (roughly 11% active in at least one column).

How did CCCC(=O)Nc1cc(C)c(NC(=O)c2ccccn2)cn1 do in these assays?
ERG-DNA inh: 4.1%; Pin1 inh: -2.6%; PGK inhibitor: -5.9%; PI4K2A block: -5.5; HP1b binding inh: 36.7%; G9a block: 7.94µM*; GLS inhibitor: 13.9%; BAZ2B inh: 50.1µM*; JMJD2A Tudor: inconclusive

Results for O=C(NN1C(=O)/C(=C\c2cccnc2)SC1=S)C(c1ccccc1)c1ccccc1 ?
ERG-DNA inh: 2.7%; Pin1 inh: 39.3%[activator]; PGK inhibitor: -3.5%; PI4K2A block: -7.0; HP1b binding inh: inconclusive; G9a block: 31.6µM*; GLS inhibitor: 8.2%; BAZ2B inh: -29.4%; JMJD2A Tudor: inconclusive

What do the screens show for `CN1C(=S)SC(/[N+]([O-])=C\c2ccccc2F)C1(C)C` (stereo unspecified)?
ERG-DNA inh: 11.7%; Pin1 inh: 0.2%; PGK inhibitor: -5.6%; PI4K2A block: -4.7; HP1b binding inh: 23.2%; G9a block: 5.1%; GLS inhibitor: 4.7%; BAZ2B inh: 2.1%; JMJD2A Tudor: -2.0%

How did C[N+]1(CCOc2ccc([N+](=O)[O-])cc2)CCOCC1 do in these assays?
ERG-DNA inh: 5.7%; Pin1 inh: 0.3%; PGK inhibitor: -1.3%; PI4K2A block: 5.6; HP1b binding inh: inconclusive; G9a block: inconclusive; GLS inhibitor: 0.2%; BAZ2B inh: inconclusive; JMJD2A Tudor: 56.2µM*

What do the screens show for `CC(Sc1ccc(S(=O)(=O)N2CCN(C)CC2)cn1)C(=O)Nc1cccc(Cl)c1Cl` (stereo unspecified)?
ERG-DNA inh: -7.1%; Pin1 inh: 3.5%; PGK inhibitor: -2.3%; PI4K2A block: 6.4; HP1b binding inh: 4.1%; GLS inhibitor: 0.7%; JMJD2A Tudor: inconclusive

What do the screens show for `Cc1ccc(CN(Cc2cc3cc4c(cc3[nH]c2=O)OCCO4)Cc2nnnn2Cc2ccco2)cc1`?
ERG-DNA inh: -5.8%; Pin1 inh: 75.0%[activator]; PGK inhibitor: 2.8%; PI4K2A block: -21.8; HP1b binding inh: -16.3%; G9a block: 12.6µM*; GLS inhibitor: -4.0%; BAZ2B inh: -32.2%; JMJD2A Tudor: -35.3%

How did Cc1ccc(C(=O)Oc2cccc(NC(=O)c3cccs3)c2)cc1S(=O)(=O)N1CCOCC1 do in these assays?
ERG-DNA inh: 2.2%; Pin1 inh: 8.5%; PGK inhibitor: -6.9%; PI4K2A block: -0.2; HP1b binding inh: 17.5%; G9a block: -9.8%; GLS inhibitor: -0.1%; BAZ2B inh: 8.6%; JMJD2A Tudor: -5.1%

Results for O=C(CCc1nc(-c2ccccc2)no1)NCCc1ccccc1 ?
ERG-DNA inh: 2.7%; Pin1 inh: -0.2%; PGK inhibitor: inactive; PI4K2A block: 0.8; HP1b binding inh: 61.8%[activator]; G9a block: -13.6%[12.7 µM]; GLS inhibitor: 0.5%; BAZ2B inh: -4.9%; JMJD2A Tudor: -1.4%

How did COc1ccc(C2CC(c3ccc(OC)c(OC)c3)=NN2C(=O)c2ccccc2)cc1 (stereo unspecified) do in these assays?
ERG-DNA inh: -2.4%; Pin1 inh: -6.8%; PGK inhibitor: 1.9%; PI4K2A block: 0.3; HP1b binding inh: 17.3%; G9a block: -1.9%; GLS inhibitor: 14.2%; BAZ2B inh: -20.2%; JMJD2A Tudor: -25.1%

How did O=C(c1cc(-c2ccccc2)nn1-c1ccccc1)N1CCN(S(=O)(=O)c2ccc(F)cc2)CC1 do in these assays?
ERG-DNA inh: 11.0%; Pin1 inh: -1.0%; PGK inhibitor: inactive; PI4K2A block: -3.6; HP1b binding inh: 14.0%; G9a block: -28.3%; GLS inhibitor: 2.9%; BAZ2B inh: 3.5%; JMJD2A Tudor: -31.5%

What do the screens show for `CCC(C)/C(C)=N/Nc1ccc(S(N)(=O)=O)cc1[N+](=O)[O-]` (stereo unspecified)?
ERG-DNA inh: 2.7%; Pin1 inh: -4.5%; PGK inhibitor: 7.2%; PI4K2A block: 1.1; HP1b binding inh: inconclusive; G9a block: inconclusive; GLS inhibitor: -0.7%; JMJD2A Tudor: inconclusive

What do the screens show for `O=C(CC1C(=O)NCCN1Cc1ccc(F)cc1Cl)NCc1ccon1` (stereo unspecified)?
ERG-DNA inh: -4.2%; Pin1 inh: inconclusive; PGK inhibitor: inactive; PI4K2A block: 1.0; HP1b binding inh: 42.6%[activator]; G9a block: 31.6µM*; GLS inhibitor: -5.4%; BAZ2B inh: -15.8%; JMJD2A Tudor: -9.7%

Results for COc1ccc(C(CNC(=O)c2oc3ccccc3c2C)N2CCCCC2)cc1 (stereo unspecified) ?
ERG-DNA inh: 1.8%; Pin1 inh: -1.4%; PGK inhibitor: -6.4%; PI4K2A block: 4.4; HP1b binding inh: 29.8%; G9a block: -1.8%[59 µM]; GLS inhibitor: 0.7%; BAZ2B inh: -30.0%; JMJD2A Tudor: inconclusive

Results for COc1cc2c(cc1OC)C(c1ccccc1O)NCC2 (stereo unspecified) ?
ERG-DNA inh: 9.3%; Pin1 inh: 0.2%; PGK inhibitor: -5.3%; PI4K2A block: -4.0; HP1b binding inh: 43.1%[activator]; G9a block: inconclusive; GLS inhibitor: 7.7%; BAZ2B inh: -15.4%; JMJD2A Tudor: -8.2%

Results for C=CCN(c1ccccc1)S(=O)(=O)c1ccc2c(c1)oc(=O)n2C ?
ERG-DNA inh: 8.6%; Pin1 inh: 55.1%[activator]; PGK inhibitor: -1.1%; PI4K2A block: -3.2; HP1b binding inh: 18.9%; G9a block: 21.2%; GLS inhibitor: 1.2%; BAZ2B inh: 10.9%; JMJD2A Tudor: -6.8%

Results for Cc1ccn2cc(-c3cccc(NC(=O)CCC(=O)O)c3)nc2c1 ?
ERG-DNA inh: -2.2%; Pin1 inh: -0.4%; PGK inhibitor: -0.3%; PI4K2A block: -2.0; HP1b binding inh: 28.9%; G9a block: -3.1%; GLS inhibitor: 20.8%; BAZ2B inh: 1.7%; JMJD2A Tudor: -8.9%

How did COc1cccc(C(=O)N2CCN(Cc3ccccc3[N+](=O)[O-])CC2)c1 do in these assays?
ERG-DNA inh: -5.5%; Pin1 inh: -1.0%; PGK inhibitor: -1.2%; PI4K2A block: 5.1; HP1b binding inh: inconclusive; G9a block: 11.2µM*; GLS inhibitor: 9.6%; BAZ2B inh: inconclusive; JMJD2A Tudor: 22.4µM*

How did CCOCCCn1c(SCC(=O)Nc2ccccc2CC)nc2ccccc2c1=O do in these assays?
ERG-DNA inh: -3.3%; Pin1 inh: 69.0%[activator]; PGK inhibitor: inactive; PI4K2A block: 3.8; HP1b binding inh: 25.0%; G9a block: 11.9%[59 µM]; GLS inhibitor: -11.7%; BAZ2B inh: -1.5%; JMJD2A Tudor: -5.0%

How did Cc1cc(C)c(S(=O)(=O)N2CCCC2=O)c(C)c1 do in these assays?
ERG-DNA inh: -15.9%; Pin1 inh: 1.7%; PGK inhibitor: -9.6%; PI4K2A block: 1.6; HP1b binding inh: 37.7%[activator]; GLS inhibitor: -10.6%; BAZ2B inh: -3.8%; JMJD2A Tudor: 14.1%

How did COc1ccc(OC)c(NC(=O)c2nc(S(=O)(=O)Cc3ccc(F)cc3)ncc2Cl)c1 do in these assays?
ERG-DNA inh: -1.1%; Pin1 inh: 12.0%; PGK inhibitor: inactive; PI4K2A block: 5.4; HP1b binding inh: -6.5%; G9a block: 7.08µM*; GLS inhibitor: 1.4%; BAZ2B inh: inconclusive; JMJD2A Tudor: inconclusive

What do the screens show for `COc1cc(C(C(=O)NCC2CCCO2)N(C(=O)Cn2nnc3ccccc32)c2ccc(C(C)=O)cc2)ccc1O` (stereo unspecified)?
ERG-DNA inh: 2.6%; Pin1 inh: -7.0%; PGK inhibitor: inactive; PI4K2A block: -4.1; HP1b binding inh: 19.3%; G9a block: inconclusive; GLS inhibitor: 0.0%; BAZ2B inh: -0.2%; JMJD2A Tudor: -12.9%

What do the screens show for `Oc1cc(Nc2ccncc2)cc2cccnc12`?
Pin1 inh: -7.2%; PGK inhibitor: -4.1%; PI4K2A block: -16.7; HP1b binding inh: 40.6%[activator]; G9a block: -26.7%[12.7 µM]; GLS inhibitor: 13.0%; BAZ2B inh: 3.98µM*; JMJD2A Tudor: 20µM*

What do the screens show for `c1ccc(-c2nc(NC3CC3)nc(-n3ccnc3)n2)cc1`?
ERG-DNA inh: 0.6%; Pin1 inh: 6.0%; PGK inhibitor: 1.0%; PI4K2A block: 0.9; HP1b binding inh: 23.5%; G9a block: 5.7%[59 µM]; GLS inhibitor: -1.8%; BAZ2B inh: -3.1%; JMJD2A Tudor: 37.3%[activator]

What do the screens show for `Cc1noc(C)c1S(=O)(=O)N1CCC2(CC1)OCCO2`?
ERG-DNA inh: -6.4%; Pin1 inh: -0.3%; PGK inhibitor: -4.5%; PI4K2A block: 2.4; HP1b binding inh: 41.6%[activator]; G9a block: 21.5%[59 µM]; GLS inhibitor: 11.3%; BAZ2B inh: 9.4%; JMJD2A Tudor: -4.1%

What do the screens show for `Cc1ccccc1C(=O)Nc1ccc(OCc2cc(=O)n3cccc(C)c3n2)cc1`?
ERG-DNA inh: -1.5%; Pin1 inh: 3.1%; PGK inhibitor: 8.1%; PI4K2A block: 0.4; HP1b binding inh: 21.0%[57 µM]; G9a block: -2.4%[59 µM]; GLS inhibitor: 3.1%; BAZ2B inh: 7.6%; JMJD2A Tudor: -22.7%

High-throughput results: PubChem BioAssay, National Center for Advancing Translational Sciences (NCATS)
